Screens from PubChem.
14-3-3 PPI: alters human 14-3-3 gamma binding to Raf peptide; AID 422; P61981; FP, 14-3-3gamma / TMR-pS259-Raf peptide binding; actives 0.19% (n = 160,000); inhibition, % at 40 µM; in the data active means inhibition above about 30%;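 further: 0% = protein plus tracer without compound and 100% = blank with tracer alone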
Target sequence (P61981 whole entry, looked up): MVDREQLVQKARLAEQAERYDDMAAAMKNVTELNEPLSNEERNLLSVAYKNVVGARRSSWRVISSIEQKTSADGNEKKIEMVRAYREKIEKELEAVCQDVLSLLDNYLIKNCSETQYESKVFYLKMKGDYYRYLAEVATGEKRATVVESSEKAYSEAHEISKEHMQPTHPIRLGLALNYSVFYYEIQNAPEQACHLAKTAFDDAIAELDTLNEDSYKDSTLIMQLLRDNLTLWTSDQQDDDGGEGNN
* marks the source's active call; other numbers are inactive results; & = joins results of further samples. A portion of the library; count on the stated rates, not on these rows.

SMILES	14-3-3 PPI
CCOC(=O)C1=C(C)NC2=C(C(=O)CC(c3ccccc3)C2)C1c1cccc(O)c1 (centres undefined)	-1.6
CCCCCCNc1nc(-c2ccccc2)c2c(c1C#N)CC(C)(C)OC2	-1.2
O=C(Nc1ccccn1)c1cc2c(=O)n3ccccc3nc2s1	-32.8
CC(=O)c1c(C)[nH]c(C(=O)Nc2ccc(C)c(C)c2)c1C	-12.1
O=C(NCc1ccccc1)C1Cc2ccccc2CN1S(=O)(=O)c1cccs1 (centres undefined)	-7.8
Cc1ccc(N2CC(C(=O)NCc3cccnc3)CC2=O)cc1 (centres undefined)	-1.9
CCC(C(=O)NCc1ccc(OC)cc1)N1C(=O)CSc2ccc(C(C)(C)C)cc21 (centres undefined)	-2.8
COc1ccc(CCNS(=O)(=O)c2ccc(C3CNC(=O)C3)cc2)cc1OC (centres undefined)	4.7
COc1ccc(CNC(=O)C2CCCN2S(=O)(=O)c2ccc(C)cc2)cc1 (centres undefined)	-5.8
CC1CN(C(=O)c2cc3ccccc3oc2=O)CC(C)O1 (centres undefined)	1.1
COc1ccc(NC(=O)Cn2nc(C(F)(F)F)c(Br)c2C)cc1OC	-12.5
Cc1ccc(Cn2c(=O)c(CCC(=O)NC3CCCC3)nc3ccccc32)cc1	-11.3
CC(=O)C12c3ccccc3C(c3ccccc31)C1C(=O)N(c3ccccc3C)C(=O)C12 (centres undefined)	2.5
C=CCn1c(SCC(=O)NCc2cccnc2)nc2sc3c(c2c1=O)CCC3	-19.0
O=C(NCCN1CCOCC1)c1sc2ccccc2c1Cl	-3.1
O=C(COC(=O)c1ccc(Cl)cc1)c1ccc(Br)cc1	-4.6
COc1ccc(-c2nnc(Nc3nc4c(OC)cccc4s3)o2)c(OC)c1	-16.5
CCC(C)NC(=O)c1ccc(N2CC3CC(C2)c2cccc(=O)n2C3)c(NC(=O)c2ccccc2Cl)c1 (centres undefined)	1.3
C=CCn1c(SCC(=O)c2ccc(F)cc2)nc2sc3c(c2c1=O)CCC3	1.9
O=C(Cn1c2ccccc2c(=O)c2ccccc21)Nc1nc2ccccc2s1	-9.9
ClC(Br)=C(n1cnc2ccccc21)n1cnc2ccccc21	9.4
CN1/C(=N\O)c2cccc3cccc1c23	-1.9
O=C(CSc1nnc(NC(=O)C2CCC2)s1)NC1CC1	-1.0
N#Cc1ccc(CSc2nc3ccccc3s2)cc1	-5.0
COc1ccccc1-n1c(SCC(=O)Nc2cccc(C)c2C)nc2c(c1=O)SCC2	-41.3

Three compounds from above, ordered by molar mass, ascending.
SMILES	14-3-3 PPI
N#Cc1ccc(CSc2nc3ccccc3s2)cc1	-5.0
ClC(Br)=C(n1cnc2ccccc21)n1cnc2ccccc21	9.4
CC(=O)C12c3ccccc3C(c3ccccc31)C1C(=O)N(c3ccccc3C)C(=O)C12 (centres undefined)	2.5

Next part:
SMILES	14-3-3 PPI
Cn1c(=O)c2c(nc(CN3CCN(Cc4ccccc4)CC3)n2CCN2CCOCC2)n(C)c1=O	-1.6
O=C(NCCc1nc2ccccc2[nH]1)c1cccc([N+](=O)[O-])c1	-24.1
CCC1Oc2ccccc2N(CC(=O)NCCCN2CCCCC2C)C1=O (centres undefined)	-10.0
N#Cc1c(N)nc(SCc2ccccc2)c(C#N)c1-c1ccco1	-20.3
O=C(COc1ccccc1)Nn1cnc2ccccc21	-0.1
Cc1noc(NS(=O)(=O)c2ccc(NC(=O)C34CC5CC(CC(C5)C3)C4)cc2)c1C	1.2
O=[N+]([O-])c1ccc(Nc2ncnc3ccccc23)cc1	14.8
COc1ccccc1NC(=O)C1=C(C)NC2=C(C(=O)CC(c3ccc(OC)c(OC)c3)C2)C1c1ccc(N(C)C)cc1 (centres undefined)	-1.7
CCc1ccccc1N=c1oc2c(C)ncc(CO)c2cc1C(=O)Nc1cccc(C(F)(F)F)c1	1.0
COCCCNC(=O)CCc1nc(-c2ccccc2)no1	-3.9
Cn1nnnc1CN1CCOCC1	-8.0
CC1CCCN(C(=O)c2cc3c(-c4ccc(Cl)cc4)nn(C)c3s2)C1 (centres undefined)	-6.8
COc1ccc(NC(=O)C(CCS(C)(=O)=O)NC(C)=O)cc1 (centres undefined)	0.2&-7.3
O=C(O)c1ccc(C2NC(C(=O)O)CS2)cc1 (centres undefined)	-2.1
O=C(Nc1ccc(Cl)cn1)c1cnn2c(C(F)(F)F)cc(-c3ccco3)nc12	-18.4
CCOC(=O)C1=C(C)NC2=C(C(=O)CC(C)(C)C2)C1c1cccc(C)n1 (centres undefined)	-2.7
O=C(O)CCCC(=O)Nc1nc(-c2ccccc2)cs1	0.1
COC(=O)c1ccc2c(=O)n(Cc3ccc(Cl)cc3)c(SCC(=O)c3cc4ccccc4oc3=O)nc2c1	-4.0
OC(C#Cc1ccccn1)c1cccs1 (centres undefined)	-6.7
CCOC(=O)c1c(C)oc2cc(Br)c(OC(=O)c3ccc(F)cc3)cc12	-0.1
Cc1cc(NC(=O)CSc2cn(CCNC(=O)c3ccc(F)cc3)c3ccccc23)no1	-3.3
CC(=O)c1c(C)oc2c1cc(O)c1c2c(-c2ccc([N+](=O)[O-])cc2)nn1-c1ccccc1	-71.5
CCN=C1SC(CC(=O)Nc2ccccc2)C(=O)N1CC (centres undefined)	2.6
O=C(O)c1ccc(N=Cc2ccc3c(c2)OCO3)cc1	-3.2
COc1cc2c(cc1OC)C(C(=O)Nc1cccc(C(F)(F)F)c1)C1c3ccccc3CCN1C2=O (centres undefined)	2.6
SMILES	14-3-3 PPI
Oc1ccc2oc3c(c2c1)CCCC3	0.1
O=C(c1ccc(Cl)cc1)C1C2C(=O)N(c3ccccc3)C(=O)C2C2CCCN21 (centres undefined)	-29.2
O=C1c2ccccc2C(=O)N1CCCCN(C(=O)c1cc([N+](=O)[O-])ccc1Cl)c1ccc(Cl)cc1	11.1
CCOC(=O)c1cnc2c(Cl)cccc2c1Nc1ccc(C)c(C)c1	4.0
O=C(O)CCSc1nnc(-c2ccc3c(c2)OCO3)o1	-4.3
O=C(Nc1ncc(Cc2ccc(Cl)cc2)s1)c1cccc2ccccc12	-7.1
O=C(O)C1C2C=CC3(CN(C4CCCC4)C(=O)C13)O2 (centres undefined)	-2.4
CCOC(=O)c1c(NC(=O)C2COc3ccccc3O2)sc2c1CCCC2 (centres undefined)	-3.4
COc1cccc2cc(C(=O)C[n+]3ccc(C)cc3)c(=O)oc12	-15.7
COc1cc2[nH]c(=O)n(Cc3ccccc3)c(=O)c2cc1OC	-9.8
Cc1cccc(C(=O)Nc2ccc(NC(=O)c3ccc(Br)o3)cc2)c1	-3.7
C#CCSc1nc(C)cc(C)n1	-18.3
COc1cccc(C2C=C(c3ccc(C)cc3)Nc3ncnn32)c1OC(F)F (centres undefined)	-7.9
CCn1c(CCCNC(=O)c2ccc(OC)c(OC)c2)nc2ccccc21	-4.6
CN(C(=O)c1c[nH]c2ccc(S(=O)(=O)N(C)c3ccc(Cl)cc3)cc2c1=O)C1CCCCC1	-8.5
Cn1c(=O)[nH]c(=O)c2c1nc(SCc1ccccc1Cl)n2CCc1ccccc1	0.0
Cc1c(C(=O)NCc2ccc(F)cc2)oc2ccc(S(=O)(=O)N3CCOCC3)cc12	5.8
O=C(Oc1ccc(N2C(=O)C3C4CCC(C4)C3C2=O)cc1)c1ccccc1Cl (centres undefined)	2.3
Cn1c2c(c(=O)n(C)c1=O)C(C(F)(F)F)(C(F)(F)F)N=C(c1ccncc1)N2	7.3
COCC(=O)NC1(c2nnnn2-c2cccc(Cl)c2)CCCCC1	-9.4
O=C(CCC(=O)Nc1nnc(C2CCCCC2)s1)NCc1cccs1	-4.1
O=C(CN(Cc1ccc2c(c1)OCO2)C(=O)c1cnsn1)NC1CCCC1	3.2
CCc1ccc2[nH]c(=O)c(C(c3nnnn3CCOC)N3CCN(c4ccccc4F)CC3)cc2c1 (centres undefined)	-2.0
O=C(Nc1nnc(-c2cccs2)o1)c1ccco1	-0.9
COCCn1nnnc1C(c1ccc(OC)cc1OC)N1CCN(c2ccccc2)CC1 (centres undefined)	5.0
SMILES	14-3-3 PPI
Cc1ccccc1-n1nc2c(c1NC(=O)c1ccccc1F)CSC2	-4.2
Cc1ccc2nsnc2c1NC(=O)COc1ccccc1[N+](=O)[O-]	-16.8
CC(=O)NC(=O)c1cc2cc([N+](=O)[O-])ccc2oc1=Nc1cccc(C)c1	6.0
COc1ccc(C(CCN2C(=O)CCC2=O)C2CCOC(C)(C)C2)cc1 (centres undefined)	-1.7
COc1ccccc1CNC(=O)C(CCSC)NS(=O)(=O)c1ccc2c(c1)oc(=O)n2C (centres undefined)	-4.7
O=C(Nc1ccc(Cl)cn1)C(Cc1ccccc1)NS(=O)(=O)c1ccc(Br)s1 (centres undefined)	-7.3
CCNc1cc(Nc2ccccc2)c2c3c(onc13)-c1ccccc1C2=O	-69.4
Fc1ccc(N2CCN(c3nc4cccnc4s3)CC2)cc1	-3.8
CCCn1c(=S)[nH]c2cc(C(=O)N3CC(C)CC(C)C3)ccc2c1=O (centres undefined)	-2.8
COc1ccc(CC(NC(C)=O)C(=O)NC2CCN(c3nc(C)cc(C)c3C#N)CC2)c(OC)c1 (centres undefined)	-10.4
Nc1cc(=O)[nH]c(SCC(=O)Nc2ccc(Br)cn2)n1	-24.1
O=C(O)c1cccc(-n2c(=S)[nH]c3ccccc3c2=O)c1	1.2
COc1ccc(CNC(=O)CN2CCN(Cc3ccccc3)C2=O)cc1	3.1
COc1cccc(NC(=O)Cn2c(=O)oc3ccccc32)c1	-7.2
CC(=O)N1c2ccc(S(=O)(=O)N3CCCC(C)C3)cc2CC1C (centres undefined)	2.8
CCC(=O)N/C(N)=N/c1nc(C)c2cc(OC)ccc2n1	-6.8
NC(=O)c1ccc[n+](Cc2ccccc2)c1	4.3
O=C(CCCCCNS(=O)(=O)c1ccc(Br)cc1)NCCN1CCOCC1	-3.0
COC(=O)c1ccc(COc2ccccc2Br)o1	-16.9
COc1ccc(-n2c(=O)c3c(C)c(C)sc3n(CC(=O)NCCC3=CCCCC3)c2=O)c(OC)c1	-6.0
CC1(C)CC(=O)C=C(Nc2ccccc2F)C1	-1.6
CC1(C)CC(CC(=O)O)(c2ccccc2)CCO1 (centres undefined)	0.9
CCc1nc2ccc(C(=O)NCc3cccnc3)cc2nc1CC	1.5
O=C(CN1C(=O)CCS(=O)(=O)c2ccccc21)NCc1ccc(F)cc1	-4.4
Cc1ccc(S(=O)(=O)Nc2ccc(Br)cc2/C=N/n2cnnc2)cc1	1.5

Two entries from above, with each value named.
CCC(=O)N/C(N)=N/c1nc(C)c2cc(OC)ccc2n1
  14-3-3 PPI: -6.8

NC(=O)c1ccc[n+](Cc2ccccc2)c1
  14-3-3 PPI: 4.3

(listing goes on)
SMILES	14-3-3 PPI
O=C(NCCC1=CCCCC1)C1CCN(S(=O)(=O)c2ccc(-n3cnnn3)cc2)CC1	-7.8
Cc1cnc(C(=O)Nc2ccc(-n3cnnn3)cc2)cn1	-6.9
COc1cccc2c1OC(c1ccc(SC)cc1)N1N=C(c3ccc(F)cc3)CC21 (centres undefined)	-0.1
COc1ccc(-c2nc3ccccc3o2)cc1NC(=O)COc1ccc(Cl)cc1	-146.3
COc1ccc(C(=O)C[n+]2cccc(C)c2C)cc1[N+](=O)[O-]	-2.3
Cn1c(C(Cc2ccccc2)NC(=O)c2ccccc2)nc2ccccc21 (centres undefined)	-13.0
O=C(O)c1ccccc1-n1c(=O)c2cc3c(=O)n(-c4ccccc4C(=O)O)c(=O)c3cc2c1=O	1.8
O=C(Nc1c2c(nn1-c1ccc([N+](=O)[O-])cc1)CSC2)c1ccccc1Br	-4.2
O=C(NCc1ccc(Cl)cc1)c1c(Cl)nc(Cl)c(Cl)c1Cl	-1.6
CN(CCNC(=O)C1CCN(S(=O)(=O)c2cnc[nH]2)CC1)Cc1ccccc1	3.5
COc1cccc(Nc2nc(-c3ccc(Cl)cc3)nc3ccccc23)c1	-53.0
O=C(NCCN1CCCCCC1)C1CCCN(c2nc3ccccc3o2)C1 (centres undefined)	3.0
C=C(C)Cn1c(CCNC(=O)C(C)C)nc2ccccc21	3.6
COc1cc(=O)[nH]c(=O)n1CC(=O)c1ccccc1	4.7
O[Si](CCCN1CCCCC1)(c1ccc(F)cc1)C1CCCCC1 (centres undefined)	-2.2
COc1ccc(N2C(=O)C3CC=CC(C)C3C2=O)cc1 (centres undefined)	-20.1
COc1ccc(S(=O)(=O)N2CCCN(CC(=O)Nc3ccc(S(N)(=O)=O)cc3)CC2)cc1	-6.1
O=C1CCCC(O)=C1C=NCCc1ccccc1	-3.2
CCC1CCCCN1S(=O)(=O)c1ccc2[nH]c(=O)cc(C(=O)NC3CCCCC3C)c2c1 (centres undefined)	-16.5
CCc1ccccc1Nc1ncnc2c1cnn2-c1ccc(C)cc1C	-4.1
O=C(Nc1ccc[n+](CC(=O)c2cccc3ccccc23)c1)c1ccccc1	-9.0
CCOc1ccc(NC(=O)c2nnn(CC(=O)Nc3ccccc3OC)c2N)cc1	0.6
Cc1cccc(NC(=O)c2c(Cl)nc(Cl)c(Cl)c2Cl)c1C	-0.1
COc1ccccc1OCCSc1nc(C)cc(=O)[nH]1	0.7
Cc1cccc(N=C2NC(=O)CS2)c1	-2.6&1.9
SMILES	14-3-3 PPI
CCOC(=O)c1c(CN(CC)CC)oc2cc(Br)c(O)cc12	3.3
O=C(CNC(=O)c1ccccc1)NCCc1nc2ccccc2[nH]1	-3.9
Cc1c(C(=O)Nc2ccc(F)cc2)sc2ncn(CC(=O)N3CCOCC3)c(=O)c12	-1.1
CCc1ccccc1NC(=O)CSc1nnnn1-c1ccc(C(=O)OC)cc1	0.8
Nc1nc2nonc2nc1N1CCCCC1	-6.7
CCOC(=O)C(C(=O)Nc1nccs1)C1CCCCC1 (centres undefined)	-2.6

Taken from the listing for reference:
SMILES	14-3-3 PPI
O=C(CNC(=O)c1ccccc1)NCCc1nc2ccccc2[nH]1	-3.9
Cc1c(C(=O)Nc2ccc(F)cc2)sc2ncn(CC(=O)N3CCOCC3)c(=O)c12	-1.1
CCc1ccccc1NC(=O)CSc1nnnn1-c1ccc(C(=O)OC)cc1	0.8
Nc1nc2nonc2nc1N1CCCCC1	-6.7
CCOC(=O)C(C(=O)Nc1nccs1)C1CCCCC1 (centres undefined)	-2.6
